High-throughput results as filed in PubChem.
FXIa inh 1536 – blocks human coagulation factor XIa protease activity; P03951; purified FXIa, Boc-Glu-Ala-Arg-AMC fluorogenic substrate; inhibition, % at 5 µM; 220,000 compounds, 0.14% hits;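 active = inhibition of at least 40%; inactive = inhibition below 40%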;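 also: fluorescence of freed AMC excited at 355 nm; 0% = enzyme without compound and 100% = no enzyme blank; many of its hits are not listed in these tables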
Runt-CBFb FRET – inhibitors of human RUNX1 Runt domain binding to CBFb. AID 1496. Cerulean-Runt/Venus-CBFb FRET ratio 530/480, 1 h. 220,000 compounds, 0.46% hits. Q01196+Q13951. inhibition, % at 20 µM;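 active = inhibition over about 50% at 20 µM in the single-dose screen, limit read from the data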;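 also: 0% = DMSO wells and 100% = excess unlabeled CBFb competitor control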
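Doses: 20 µM compound in 1% DMSO | Material: Cerulean-labeled Runt domain protein | Amount: Each fluorescent fusion protein 100 nM | Schedule: Two 1 h room-temperature incubations shielded from light | Measured by: FRET fluorescence | Evaluation: Loss of energy transfer signal | Controls: Unlabeled CBFb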
Thrombin inh – thrombin (human) inhibition | alpha-thrombin, Boc-VPR-AMC fluorogenic substrate cleavage | inhibition, % at 5 µM | AID 1046 | 220,000 compounds, 0.26% hits;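 active = inhibition at or above 40%; inactive = inhibition below 40%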;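 also: 0% = enzyme with no compound and 100% = wells without enzyme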
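System – human alpha-thrombin · Medium – pH 7.5 Tris (50 mM) with NaCl 150 mM, Tween 20 0.05% · Compound – single-point dosing at 5 µM, 0.2% DMSO · Incubation – enzyme reaction carried out at room temperature · Technique – fluorescence of released AMC, ex 355 nm, em 460 nm · Read-out basis – % inhibition of thrombin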
Wee1 stabilizer – inhibitors of human Wee1 degradation; P30291; HeLa Luc-Wee1K328M stability, luciferase luminescence; 100% = proteasome inhibitor MG132 effect; reporter increase, % at 5 µM; 220,000 compounds, 1.2% hits; AID 1321;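 active = activation above the mean of all tested compounds plus 3 SD, set per screening run, cut at about 8.8% in these data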;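 also: cells exposed to compound for 20 h before luminescence read; 0% = DMSO alone and 100% = MG132 at 30 µM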
KLK5 inh – inhibitors of human kallikrein 5; inhibition, % at 5 µM; 210,000 compounds, 0.59% hits; AID 873; recombinant hK5, fluorogenic AMC substrate cleavage;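 active = inhibition of 40% or more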;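 also: 0% = enzyme controls without compound and 100% = no-enzyme blanks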
Target sequence (Q9Y337 67-293 limits assumed): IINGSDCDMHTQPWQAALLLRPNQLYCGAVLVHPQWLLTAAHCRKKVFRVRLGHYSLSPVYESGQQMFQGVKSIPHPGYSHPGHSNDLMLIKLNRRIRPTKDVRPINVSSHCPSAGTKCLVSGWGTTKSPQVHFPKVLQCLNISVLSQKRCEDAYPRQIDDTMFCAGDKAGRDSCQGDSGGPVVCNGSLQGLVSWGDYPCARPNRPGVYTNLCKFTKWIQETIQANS
FXIIa inh 1536 – factor XIIa (human) inhibition; P00748; purified FXIIa, Boc-QGR-AMC fluorogenic substrate, 2 h; inhibition, % at 5 µM; 220,000 compounds, 0.3% hits; in the data active = inhibition above about 40%;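 also: 0% = enzyme with no compound and 100% = blank without enzyme; many of its hits are not listed in these tables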
14-3-3 Bad inh – disrupts binding of bovine 14-3-3 zeta to phospho-Bad peptide; inhibition, % at 21.7 µM; AID 781; 220,000 compounds, 0.71% hits; P63103; TR-FRET 14-3-3zeta/Dy647-pBad peptide displacement, 1 h;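 active = inhibition above about 70%, limit read from the data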;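 also: 0% = full 14-3-3 plus peptide FRET controls and 100% = background without 14-3-3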
Target sequence (P63103 whole entry, looked up): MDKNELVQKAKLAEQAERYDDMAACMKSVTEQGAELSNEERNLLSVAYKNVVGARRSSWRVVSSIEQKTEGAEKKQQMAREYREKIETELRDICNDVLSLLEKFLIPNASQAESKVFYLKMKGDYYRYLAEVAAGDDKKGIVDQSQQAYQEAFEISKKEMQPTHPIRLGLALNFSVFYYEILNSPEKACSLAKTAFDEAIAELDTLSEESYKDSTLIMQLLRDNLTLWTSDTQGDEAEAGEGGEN
Runt-SMMHC FRET – inhibitors of human RUNX1 Runt domain binding to CBFb-SMMHC | Q01196+Q13951 | Cerulean-Runt/Venus-CBFb-SMMHC FRET ratio 530/480, 1 h | inhibition, % at 20 µM | 220,000 compounds, 0.74% hits | AID 1434;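 active = mean inhibition across duplicate retests at 20 µM reaching about 50%, limit read from the data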;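 also: 0% = DMSO wells and 100% = wells with excess untagged CBFb-SMMHC; inhibitors lower the FRET ratio by blocking Runt binding to CBFb-SMMHC; some results filed as inactive read as strong as hits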
Hck Nef HTS – inhibitors of human Hck kinase activated by Nef; P08631; Recombinant Hck-YEEI plus Nef, Z-Lyte FRET kinase assay; inhibition, % at 20 µM; 220,000 compounds, 0.68% hits;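 active = Hck-Nef kinase inhibition above about 50%, limit read from the data; inactive = inhibition below that limit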;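 also: 0% = DMSO with Hck plus Nef and 100% = Hck alone without Nef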
Target sequence (P08631 whole entry, looked up): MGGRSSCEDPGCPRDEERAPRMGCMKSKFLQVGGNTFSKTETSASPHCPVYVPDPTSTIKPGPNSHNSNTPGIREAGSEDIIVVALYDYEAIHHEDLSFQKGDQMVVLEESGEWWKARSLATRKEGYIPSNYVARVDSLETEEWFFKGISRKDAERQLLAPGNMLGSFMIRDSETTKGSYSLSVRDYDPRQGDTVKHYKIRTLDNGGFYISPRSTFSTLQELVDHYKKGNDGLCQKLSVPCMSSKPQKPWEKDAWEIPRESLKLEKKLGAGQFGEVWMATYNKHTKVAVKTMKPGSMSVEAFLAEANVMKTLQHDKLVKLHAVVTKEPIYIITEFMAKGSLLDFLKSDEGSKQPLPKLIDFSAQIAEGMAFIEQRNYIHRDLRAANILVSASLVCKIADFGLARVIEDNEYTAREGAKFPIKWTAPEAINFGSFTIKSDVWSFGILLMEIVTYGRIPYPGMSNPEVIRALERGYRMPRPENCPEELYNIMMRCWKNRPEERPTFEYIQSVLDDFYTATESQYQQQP
Active calls of the source: *; x = not tested or not shown; [ ] = another dose, or the depositor's remark.

SMILES	FXIa inh 1536	Runt-CBFb FRET	Thrombin inh	Wee1 stabilizer	KLK5 inh	FXIIa inh 1536	14-3-3 Bad inh	Runt-SMMHC FRET	Hck Nef HTS
O=C(Nc1nnc(C2CC2)o1)c1ccc(S(=O)(=O)N2CCCc3ccccc32)cc1	-6	2	-8	x	-216	0	2	-2	2
Cc1ccc2[nH]c(=O)c(CN3CCCCC3)c(-c3ccccc3)c2c1	21	3	10	12*	25	14	-3	-1	6
CCOC(=O)/C(C#N)=C/c1ccc(N2CCCCC2)cc1	-2	-1	-8	1	1	13	-6	83	26
N#Cc1ccc(N2CCOCC2)c([N+](=O)[O-])c1	-2	-1	0	-4	13	8	-1	-5	25
CC1=NNC(=O)C1CCC(=O)N/N=C(\C)c1ccccc1 (stereo not given)	-5	-1	-12	5	-7	4	-16	-1	17
COc1ccc(N(C(=O)Cn2nnc(-c3ccccc3F)n2)C(C(=O)NCC2CCCO2)c2ccc(Cl)cc2)cc1 (stereo not given)	-3	-1	-8	2	-1	4	-2	-1	33
Cc1nc(-c2ccccc2)sc1-c1n[nH]c(=S)n1C	1	10	0	0	0	14	-2	13	0
Cc1ccccc1CN1CCSc2sccc2C1=O	-4	-1	-6	-1	-8	2	-20	6	19
CCCCC(=O)NCCc1ccc(S(N)(=O)=O)cc1	3	1	0	0	0	8	0	1	3
CCOc1cc(C(=O)OC(C)C(=O)Nc2ncc(Cl)cc2Cl)ccc1OCC(=O)N1CCOCC1 (stereo not given)	2	-2	-2	-2	1	1	24[fluorescence artefact?]	6	0
Cc1nn(CC(=O)NCCc2ccccc2)c(=O)c2ccccc12	-7	-2	-5	2	16	7	-13	1	3
OCCN(CC(O)COc1ccccc1)CC(O)Cn1ccc2ccccc21 (stereo not given)	9	0	-5	-3	-3	7	6	4	2
CCCCOC(=O)c1ccc(NC(=O)CSCc2n[nH]c(=O)[nH]2)cc1	-3	3	-5	7	-2	2	-3[fluorescence artefact?]	0	1
COc1ccc(CN=C(C)c2c(C(F)(F)F)[nH]n(-c3nc4ccccc4s3)c2=O)cc1	-2	-1	-2	-1	-7	6	-4	2	7
C=C(C)C(=O)Nc1cccc(C2=NOC3(C2)C[C@@H](C(N)=O)N(C(=O)CCCCC)C3)c1 (stereo not given in full)	-2	0	-3	x	2	8	43	2	35
Cc1ccsc1C(=O)N1CCCC(CCC(=O)N2CCN(c3ccccn3)CC2)C1 (stereo not given)	0	-1	1	7	x	6	-13	1	-1
CCc1ccc(OCC(=O)N/N=C2\CC(=O)c3ccccc32)cc1	1	-5	0	0	-19	7	4	-11	4
Cc1cc(NC(=O)C2CCCO2)ccc1Br (stereo not given)	-2	-1	2	-2	-15	-3	0	2	-1
Cc1ccc(OCC(=O)NNC(=O)Cn2nnc(-c3ccccc3)n2)cc1	-2	-1	-6	7	-1	4	-11	2	19
CN(C)CCN1CC(O)=C(c2nc3ccccc3s2)C1=N	2	1	1	-3	-5	12	0	2	31
Cc1ccc(S(=O)(=O)N(C)C)cc1NC(=O)COC(=O)c1sc2cc(Cl)ccc2c1Cl	0	-3	4	-2	0	14	-1	-4	20
COc1cc(C(=O)Nc2cccc(-c3nc4cc(C)ccc4o3)c2)cc(OC)c1OC	-8	-7	-7	-2	-7	-2	46	-9	-2
CCCOc1ccc(/C(CC)=N/NC(=O)C2(C)CC2(Br)Br)cc1 (stereo not given)	9	-2	3	-2	-9	11	-7	-2	3
O=C(c1ccccc1)N(Cc1ccco1)C1CCS(=O)(=O)C1 (stereo not given)	4	-2	3	-3	3	15	-7	2	0
COc1ccc(S(=O)(=O)NCC2CCCN(C(=O)C3CCCC3)C2)cc1 (stereo not given)	-4	-1	-2	-4	4	2	3	-3	9
CCOc1ccc(-n2cnc3sc4c(c3c2=O)CCCC4)cc1	-5	-1	-5	3	-4	0	4	-1	12
Cc1cc(C)cc(NS(=O)(=O)c2ccc(NC(=S)NC(=O)c3ccc(Br)o3)cc2)c1	7	8	-10	4	-12	17	-7	5	6
Cc1cc(NC(=O)COc2ccccc2)n(-c2ccccc2)n1	2	0	-6	-3	-21	31	-14	-5	0
CCCCOc1ccc(NC(=O)c2cc(F)c(F)cc2Cl)cc1	8	-1	-4	1	-11	9	-6	-1	1
CC1CCC(NC(=O)Nc2cccs2)CC1 (stereo not given)	5	6	6	0	0	13	1	1	2
CN(Cc1nc2c(s1)CCCC2)C(=O)CCc1nnc(-c2ccc3c(c2)OCO3)o1	0	1	-3	0	-2	4	6	4	18
COc1ccc(NC(=O)C(C)N(c2ccc(C)cc2)S(C)(=O)=O)c(OC)c1 (stereo not given)	-9	0	3	-2	-18	5	-5	0	9
CCOc1ccccc1CNC(=O)c1cc2occc2n1C	20	0	3	-3	2	26	12	0	-8
COc1ccc(-n2cnc3sc4c(c3c2=O)CCCC4)cc1	-6	0	-4	0	-9	2	-5	-2	22
Cc1c(C(=O)NCCSCc2ccc(Cl)cc2Cl)cccc1[N+](=O)[O-]	7	0	3	3	-10	19	2	-7	1
Cc1ccccc1/C=C/c1nc2ccccc2c(=O)[nH]1	4	-2	3	2	0	9	17	3	15
Cc1nccn1CC(=O)N/N=C/c1cccc(O)c1	-5	-1	-8	1	-12	3	-10[fluorescence artefact?]	7	-1
CCc1ccc(C(=O)COC(=O)CCc2nc3ccccc3c(=O)[nH]2)cc1	2	-2	-11	-1	-13	7	-7[fluorescence artefact?]	2	6
COc1ccc(C)cc1-n1nnnc1SCC(=O)Nc1cc(C)on1	5	-1	-5	-2	-3	8	17	0	-13
CCc1nnc(NC(=O)COc2ccc(N(C)S(=O)(=O)c3ccc(C)cc3)cc2)s1	-6	-3	-2	0	-26	-6	-5	-1	-6
Cc1nc2ccccc2c(=O)n1NCc1cc(Br)cs1	1	1	2	5	-15	11	7	-1	5
CCN(Cc1ccccc1)S(=O)(=O)c1ccc2oc(C(=O)O)c(C)c2c1	5	-1	3	2	-2	18	47	-5	-8
CO/N=C(/CS(=O)(=O)Cc1ccccc1Cl)c1ccc(Cl)cc1Cl	-3	0	6	1	8	4	-12	4	-1
CCCC(=O)NCc1ccc2c(c1)cc(C)n2C	5	-4	1	3	0	16	-20	-34	1
CN(C)S(=O)(=O)c1cccc(C(=O)Nc2ccc(Cl)cn2)c1	-1	-3	-7	1	-1	2	-4	-2	-1
O=C(NNc1ccccn1)c1ccccc1CC[N+](=O)[O-]	4	-3	1	-3	-1	5	-9	-3	24
O=C1NC(c2ccccc2Cl)=N/C1=C/c1ccco1	2	3	2	-4	2	3	1	1	11
CCC(CC)c1nnc(NC(=O)C2CCCO2)s1 (stereo not given)	-7	0	-8	2	-16	-1	1	-1	-14
CC(=O)N(Cc1ccccc1)c1nc(-c2ccccc2)cs1	-2	-2	-5	3	1	7	1	-4	16
COc1ccc(NC(=O)C(Cl)=C(Cl)Cl)cn1	32	1	-3	0	103*	26	-2	2	10
Cc1ccc(-n2c(CNC(=O)c3cccs3)nnc2SCC(=O)NO)cc1	-2	0	2	0	-9	2	-12	3	17
COC(=O)c1sccc1NC(=O)c1cc(-c2cccc(C)c2)nc2ccccc12	-5	-3	4	-1	-9	-2	12	-8	5
CCCCOc1ccc(/C=N/NC(=O)c2csc(C)c2C)cc1	6	1	-4	2	0	17	9	1	4
O=C1NC(NS(=O)(=O)c2ccccc2)(C(F)(F)F)C(=O)N1c1ccc(F)cc1 (stereo not given)	3	-4	-2	4	12	9	1	-3	0
CCOc1ccc(N(CC(=O)NN=C2CCN(C)CC2)S(C)(=O)=O)cc1	-4	0	-4	0	-27	8	-7	0	0
Cc1cccc(-n2c(-c3csc4ccccc34)n[nH]c2=S)c1	-2	11	-9	-2	-11	-3	-9[fluorescence artefact?]	10	13
O=C(CC1Nc2ccccc2NC1=O)Nc1ccccc1 (stereo not given)	-1	-2	-3	0	-8	3	-2[fluorescence artefact?]	-15	1
CCCCC(CC(O)COCC(C)C)C(=O)NN (stereo not given)	-3	0	0	-2	-3	6	0	3	21
Cc1ccccc1NC(=O)c1ccc(CN(c2ccccc2)S(=O)(=O)c2ccccc2)cc1	7	-1	-3	2	-9	9	10	-2	4
CCOc1ccc(OCC)c(NS(=O)(=O)c2cccc3nsnc23)c1	4	1	-6	-1	-14	-8	-5	0	-1

Next part (6 carried over from the part before).
SMILES	FXIa inh 1536	Runt-CBFb FRET	Thrombin inh	Wee1 stabilizer	KLK5 inh	FXIIa inh 1536	14-3-3 Bad inh	Runt-SMMHC FRET	Hck Nef HTS
CCOc1ccc(N(CC(=O)NN=C2CCN(C)CC2)S(C)(=O)=O)cc1	-4	0	-4	0	-27	8	-7	0	0
Cc1cccc(-n2c(-c3csc4ccccc34)n[nH]c2=S)c1	-2	11	-9	-2	-11	-3	-9[fluorescence artefact?]	10	13
O=C(CC1Nc2ccccc2NC1=O)Nc1ccccc1 (stereo not given)	-1	-2	-3	0	-8	3	-2[fluorescence artefact?]	-15	1
CCCCC(CC(O)COCC(C)C)C(=O)NN (stereo not given)	-3	0	0	-2	-3	6	0	3	21
Cc1ccccc1NC(=O)c1ccc(CN(c2ccccc2)S(=O)(=O)c2ccccc2)cc1	7	-1	-3	2	-9	9	10	-2	4
CCOc1ccc(OCC)c(NS(=O)(=O)c2cccc3nsnc23)c1	4	1	-6	-1	-14	-8	-5	0	-1
CCOC(=O)c1sc(NC(=O)CSc2nc3c(cc2C#N)CCCCC3)c(C#N)c1C	-2	0	-1	1	0	-2	-3[fluorescence artefact?]	8	5
Oc1ccc(N2CCN(C(=S)NCc3ccccc3)CC2)cc1	-4	12	1	1	-8	2	-9	0	42
O=C(c1ccco1)N1N=C(c2ccc3nccnc3c2)CC1c1ccccc1 (stereo not given)	-5	-6	0	-1	-8	4	-9	-1	-1
CCC(CC)NC(=O)CN(c1ccccc1OC)S(=O)(=O)c1cccs1	-4	1	-2	-1	3	3	-3	-1	11
c1ccc(-c2ncc(CSc3nncn3-c3ccccc3)s2)cc1	5	4	3	3	3	14	4	2	-19
CCOc1cc(/C=N/n2nnnc2N)ccc1OCc1c(C)no[n+]1[O-]	24	-1	3	-1	-9	12	3	5	2
c1ccc(NC(=NCc2ccco2)c2ccccc2)cc1	9	-4	-3	-4	3	13	2[fluorescence artefact?]	-2	2
O=C(c1ccc(S(=O)(=O)Cc2ccccc2Cl)c([N+](=O)[O-])c1)N1CCN(c2ccccn2)CC1	0	4	-16	2	-6	0	3	-4	22
CCCn1c(=N)n(CC(=O)O)c2ccccc21	14	x	5	-1	5	17	34	x	2
Cc1ccsc1C1C(C#N)=C(N)N(N(C)C)C2=C1C(=O)CC(C)(C)C2 (stereo not given)	-3	1	-4	4	-7	0	0	0	20
c1ccc(Cc2nn3c(C4COc5ccccc5O4)nnc3s2)cc1 (stereo not given)	5	31	4	-1	-25	10	5	14	2
O=C(COC(=O)c1cccnc1Cl)Nc1cc(S(=O)(=O)N2CCCCC2)ccc1Cl	3	1	3	2	2	9	4	-21	-1
